p47phox inh – p47phox/p22phox peptide binding inhibitors, primary screen, biochemical, uHTS, NADPH oxidase regulatory subunit | Neutrophil cytosol factor 1 (Homo sapiens), P14598 | fluorescence polarization, 2 h | inhibition, % at 24.7 µM | 0.53% of 220,000 active | AID 1274, 2008;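 active = inhibition above about 30%, limit read from the data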;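 also: 0% = p47phox with labelled peptide and 100% = labelled peptide alone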
Target sequence (P14598 whole entry, looked up): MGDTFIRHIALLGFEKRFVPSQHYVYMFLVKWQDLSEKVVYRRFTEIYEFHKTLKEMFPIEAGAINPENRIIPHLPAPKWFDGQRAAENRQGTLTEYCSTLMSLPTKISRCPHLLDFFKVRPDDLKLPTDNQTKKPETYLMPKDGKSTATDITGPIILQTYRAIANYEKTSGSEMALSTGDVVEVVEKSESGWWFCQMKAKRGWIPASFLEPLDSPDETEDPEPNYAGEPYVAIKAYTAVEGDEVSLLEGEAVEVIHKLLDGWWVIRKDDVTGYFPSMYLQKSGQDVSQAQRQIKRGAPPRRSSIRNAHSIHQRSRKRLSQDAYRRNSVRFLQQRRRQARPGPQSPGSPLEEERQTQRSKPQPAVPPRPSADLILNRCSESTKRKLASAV
Hck Nef HTS – inhibitors of Nef-activated human Hck kinase, primary screen, biochemical, Z-Lyte FRET, 384-well, Hck-YEEI; Tyrosine-protein kinase HCK (Homo sapiens), P08631; Recombinant Hck-YEEI plus Nef, Z-Lyte FRET kinase assay; inhibition, % at 20 µM; 0.68% of 220,000 active; AID 463187, 2010;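 active = Hck-Nef kinase inhibition above about 50%, limit read from the data; inactive = inhibition below that limit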;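 also: 0% = DMSO with Hck plus Nef and 100% = Hck alone without Nef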
Runt-CBFb FRET – inhibitors of RUNX1 Runt–CBFb binding, primary screen, biochemical, FRET, Cerulean-Runt, Venus-CBFb, uHTS; 0.46% of 220,000 active; inhibition, % at 20 µM; Cerulean-Runt/Venus-CBFb FRET ratio 530/480, 1 h;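 active = inhibition over about 50% at 20 µM in the single-dose screen, limit read from the data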;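 also: 0% = DMSO wells and 100% = excess unlabeled CBFb competitor control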
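Assay system: Cerulean-tagged RUNX1 Runt domain (FRET donor) fusion protein / Amount: 100 nM each of Venus-CBFb and Cerulean-Runt domain / Medium: Tris buffer pH 7.5 with salts and BSA / Also added: Venus-CBFb 100 nM / Schedule: 1 h complex formation plus 1 h compound treatment, room temperature / Signal: FRET fluorescence / Read-out: loss of energy transfer signal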
Runt-SMMHC FRET – inhibitors of RUNX1 Runt–CBFb-SMMHC binding, primary screen, biochemical, FRET, Cerulean-Runt, Venus-CBFb-SMMHC, uHTS; Cerulean-Runt/Venus-CBFb-SMMHC FRET ratio 530/480, 1 h; inhibition, % at 20 µM; 0.74% of 220,000 active; AID 1434, 2008;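 active = mean inhibition across duplicate retests at 20 µM reaching about 50%, limit read from the data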;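 also: 0% = DMSO wells and 100% = wells with excess untagged CBFb-SMMHC; inhibitors lower the FRET ratio by blocking Runt binding to CBFb-SMMHC; some results filed as inactive read as strong as hits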
14-3-3 Bad inh – inhibitors of 14-3-3 zeta/Bad binding, primary screen, biochemical, TR-FRET, bovine 14-3-3 zeta; 14-3-3 protein zeta/delta (Bos taurus), P63103; TR-FRET 14-3-3zeta/Dy647-pBad peptide displacement, 1 h; inhibition, % at 21.7 µM; 0.71% of 220,000 active; AID 781, 2007;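 active = inhibition above about 70%, limit read from the data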;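 also: 0% = full 14-3-3 plus peptide FRET controls and 100% = background without 14-3-3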
L929 necroptosis – inhibitors of zVAD-triggered necroptosis, primary screen, L929 cells | AID 1377, 2008 | L929 zVAD necroptosis rescue, ATP luminescence, 24 h; with zVAD 60 µM | 0.38% of 220,000 active | viability rescue, % at 10 µM;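 active = activation, scaled between plate controls, above about 75%, limit read from the data; inactive = activation under that limit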;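 also: 0% = zVAD with DMSO and 100% = DMSO alone without zVAD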
TbHK1 inh – Trypanosoma brucei hexokinase 1 inhibitors, primary screen, biochemical, G6PDH-coupled NADH absorbance, MLSCN library; 0.11% of 220,000 active; inhibition, % at 10 µM; hexokinase 1 [Trypanosoma brucei]; recombinant TbHK1, G6PDH-coupled NADH A340;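 active = inhibition of 50% or more in the single-dose primary screen; inactive = inhibition below 50%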
Mdm2 ligase inh – MDM2-luciferase reporter signal enhancers, primary screen, MDM2 E3 ligase inhibitor project, cell-based, luminescence, 1536-well | 0.11% of 210,000 active | E3 ubiquitin-protein ligase Mdm2 (Homo sapiens), Q00987 | signal enhancement, % at 5 µM | cell-based MDM2 ubiquitination luciferase reporter, 2 h; 0 = plate control, 100 = twice control, blank-subtracted;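 active = signal enhancement of 30% or more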;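 also: luminescence tracks abundance of the self-degrading MDM2-luciferase fusion protein; higher signal means inhibition of MDM2 E3 ligase activity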
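Material: Stable MDM2–luciferase fusion reporter cells | Amount: 2000 cells seeded into each well | Dosing: One concentration, 5 µM, with 0.2% DMSO | Incubation: 4 h cell settling then 2 h compound exposure, 37 °C | Measured by: Luciferase luminescence | Read-out basis: % enhancement relative to plate controls after blank subtraction | Benchmarks: Control and blank well means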
EBV gp42 block – Epstein-Barr virus gp42 inhibitors, primary screen, biochemical, uHTS, fluorescence polarization; 0.42% of 220,000 active; Glycoprotein 42 (Epstein-Barr virus (strain AG876)), Q1HVG2; Fluorescence polarization binding assay, mP read-out; inhibition, % (tested at 21.74 µM); in the data active = inhibition above about 50%
Target sequence (Q1HVG2 whole entry, looked up): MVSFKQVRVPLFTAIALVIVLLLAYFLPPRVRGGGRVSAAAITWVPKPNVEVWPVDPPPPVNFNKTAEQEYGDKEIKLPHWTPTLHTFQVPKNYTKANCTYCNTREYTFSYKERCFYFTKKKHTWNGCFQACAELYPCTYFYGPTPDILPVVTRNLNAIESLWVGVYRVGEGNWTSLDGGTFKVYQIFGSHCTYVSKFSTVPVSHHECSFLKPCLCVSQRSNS
An asterisk follows results filed as active; nt = not tested or not shown; [ ] = another dose, or the depositor's remark.

#	SMILES	p47phox inh	Hck Nef HTS	Runt-CBFb FRET	Runt-SMMHC FRET	14-3-3 Bad inh
1	CCCSc1ncnc2sc(C)c(C)c12	-0.7	23.3	nt	nt	-3.3
2	CCOC(=O)Cc1csc(NC(=O)Cc2cccs2)n1	0.0	0.5	-1.1	-0.4	-4.8
3	Cc1noc(NS(=O)(=O)c2ccc(N/C=C\C(=O)c3ccc4c(c3)OCO4)cc2)c1C	-2.4	0.0	5.4	23.5	42.0
4	O=C(N/N=C\c1ccc(-c2ccc(Cl)c(Cl)c2)o1)C(=O)N1CCCC1	-40.7	0.9	-0.2	-6.5	-7.1
5	O=[N+]([O-])c1cccc(S(=O)(=O)N2CCCC2)c1	-3.0	-0.1	-0.6	3.1	0.7
6	Cc1c(NC2=C(Cl)C(=O)N(c3ccccc3Cl)C2=O)c(=O)n(-c2ccccc2)n1C	-11.6	-0.1	2.0	-3.5	4.8[fluorescence artefact?]
7	Cc1cc(/C=C2/C(=N)N3C(c4ccccc4)=CSC3=NC2=O)c(C)n1-c1ccccc1	-68.6	2.9	5.3	-24.1	-11.1
8	Cc1ccc(NC(=O)C2CCCN2C(=O)NC2CCCCC2)cc1 (centres undefined)	-3.4	15.5	3.2	-1.3	-4.6
9	COc1cc(OC)c2ccc(=O)oc2c1C(CC(=O)N1CCCC(C)C1)c1ccc2c(c1)OCO2 (centres undefined)	-5.2	26.7	-2.3	-2.0	4.3
10	Cc1cc(NC(NC(=O)c2ccco2)(C(F)(F)F)C(F)(F)F)no1	-1.8	-0.1	1.8	1.6	-11.6[fluorescence artefact?]
11	C#CCNC(=O)C1=C[C@@H](c2csc3ccccc23)[C@H](CCCO)[C@@H](OCC)O1	-6.9	-1.5	0.3	-1.4	-2.5
12	Cc1nc(C)n(CC(O)COc2ccc3c(c2)CCC3)n1 (centres undefined)	-6.5	0.5	-0.6	7.0	11.3[fluorescence artefact?]

#	L929 necroptosis	TbHK1 inh	Mdm2 ligase inh	EBV gp42 block
1	1.1	-2.5	-15.5	5.9
2	-0.3	-18.4	4.8	-3.0
3	0.6	-1.4	-9.1	-6.2
4	0.5	-1.2	-13.6	-78.1
5	0.4	8.0	4.9	-17.4
6	nt	-5.3	2.6	-1.2
7	2.5	-3.7	-12.2	-49.4
8	8.7	-4.2	-2.3	-0.9
9	-0.6	-12.5	0.8	-7.3
10	-0.5	0.6	-10.7	-0.4
11	0.5	6.1	nt	-4.8
12	0.0	-6.8	-4.7	-14.7

Sorted by formula weight (lowest first): part of the list above.
#	SMILES	p47phox inh	Hck Nef HTS	Runt-CBFb FRET	Runt-SMMHC FRET	14-3-3 Bad inh
2	CCOC(=O)Cc1csc(NC(=O)Cc2cccs2)n1	0.0	0.5	-1.1	-0.4	-4.8
8	Cc1ccc(NC(=O)C2CCCN2C(=O)NC2CCCCC2)cc1 (centres undefined)	-3.4	15.5	3.2	-1.3	-4.6
4	O=C(N/N=C\c1ccc(-c2ccc(Cl)c(Cl)c2)o1)C(=O)N1CCCC1	-40.7	0.9	-0.2	-6.5	-7.1
7	Cc1cc(/C=C2/C(=N)N3C(c4ccccc4)=CSC3=NC2=O)c(C)n1-c1ccccc1	-68.6	2.9	5.3	-24.1	-11.1
6	Cc1c(NC2=C(Cl)C(=O)N(c3ccccc3Cl)C2=O)c(=O)n(-c2ccccc2)n1C	-11.6	-0.1	2.0	-3.5	4.8[fluorescence artefact?]

#	L929 necroptosis	TbHK1 inh	Mdm2 ligase inh	EBV gp42 block
2	-0.3	-18.4	4.8	-3.0
8	8.7	-4.2	-2.3	-0.9
4	0.5	-1.2	-13.6	-78.1
7	2.5	-3.7	-12.2	-49.4
6	nt	-5.3	2.6	-1.2

Taken from above.
In Mdm2 ligase inh, entry 2 has the entry 4.8
In Runt-CBFb FRET, entry 6 has the entry 2.0
In Mdm2 ligase inh, entry 9 has the entry 0.8

New compounds follow:
#	SMILES	p47phox inh	Hck Nef HTS	Runt-CBFb FRET	Runt-SMMHC FRET	14-3-3 Bad inh
13	COc1cc(-c2nnc(SCc3ccccc3Cl)o2)cc(OC)c1OC	-4.4	-0.4	-5.0	-5.8	6.8
14	COc1ccc(OC)c2[nH]c(=O)c(CCNC(=O)CC(C)C)cc12	-4.8	0.3	-1.9	-10.4	6.6
15	COc1ccc(CNC(=O)C2CCCN(c3nc4ccccc4o3)C2)c(OC)c1 (centres undefined)	-4.4	-2.3	-4.9	-4.3	-3.7
16	CCCCOc1ccc(CCC(=O)N/N=C/c2ccco2)cc1	-7.3	12.8	-1.7	-0.5	-2.8
17	O=C(COC(=O)CCOc1ccccc1)Nc1ncc(Cl)cc1Cl	-3.6	-4.6	0.9	4.5	-6.8
18	O=C1NC(c2ccccc2)C(C(=O)c2cccs2)C(O)(C(F)(F)F)N1 (centres undefined)	-8.0	2.9	-1.4	1.6	1.0
19	Cc1ccc(N2C(=O)C(NC(=O)c3c(F)cccc3F)(C(F)(F)F)C3=C2CC(C)(C)CC3=O)cc1 (centres undefined)	-13.0	4.0	-1.0	-4.8	2.1
20	O=C(N/N=C/c1ccc(-c2ccc([N+](=O)[O-])cc2)o1)C(O)c1ccccc1 (centres undefined)	-84.3	1.1	-14.0	-29.2	0.2[fluorescence artefact?]
21	S=c1[nH]nc(-c2ccccn2)n1/N=C/c1c(Cl)cccc1Cl	-0.2	2.0	18.5	9.8	-5.4
22	COc1cccc(C(=O)N2CCN(Cc3cccc(F)c3)CC2)c1	-7.3	1.4	0.5	3.9	49.1
23	N#C/C(=C\c1ccc(OCC(N)=O)cc1)c1ccccc1	-5.6	6.6	-1.6	0.7	5.6[fluorescence artefact?]

#	L929 necroptosis	TbHK1 inh	Mdm2 ligase inh	EBV gp42 block
13	-0.3	-6.8	10.1	-10.8
14	2.6	-8.0	-4.1	-9.6
15	7.2	-2.3	2.2	-9.8
16	0.3	-6.0	-3.1	-1.3
17	nt	3.1	-0.7	-1.6
18	0.3	-0.2	-9.0	-8.9
19	0.3	-9.1	3.4	-21.1
20	0.6	-12.5	-9.7	-12.8
21	1.2	-23.9	-7.0	-15.2
22	-0.1	-7.3	4.5	-6.1
23	16.1	5.1	-13.1	-12.1

Rows are unselected; 3.2% or so of the library scored in one or more.
